Lipid storage S3: qHTS Assay for Lipid Storage Modulators in Drosophila S3 Cells | Drosophila S3 cells, BODIPY lipid droplet fluorescence, 18-24 h; cells fed with added oleic acid | lipid storage change, negative = inhibition, % at the top dose, mostly 46.1 µM; hits show Potency in µM | hit rate 0.64% among 320,000 | AID 2685, 2010; active means well fitted inhibition curve with a large enough effect in the signal ratio, with a control signal flat, not every such curve was filed as active; inconclusive means small, poorly fitted or top-dose-only effect, or effect the other way, or a change in a side signal; the % refers to the signal ratio
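Drosophila S3 cells got compounds at several concentrations plus oleic acid (400 uM solution). Laser-scanning cytometry with 488 nm excitation read lipid droplets at 500-530 nm and cells at 575-640 nm. Percent activity was relative to 20 uM Triacsin C.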
Lipid storage S3 cell count max: also measured in Lipid storage S3; calls as there; cell number change, %; measured here: cell count max response;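 cells counted by Cell Tracker Red CMTPX staining in the red channel; peak over a dose series mostly up to 46.1 µM; percent activity relative to internal control wells on each plate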
Starred values were filed as active, the others as inactive; i = inactive; ? = inconclusive; nt = not tested or not shown. On the % scale 0 is the no-effect control and ±100 the full control effect; potency means the concentration at half of the fitted maximal effect. Not all compounds are listed. The share of hits here may be higher or lower than overall.

cpd	smiles	Lipid storage S3	Lipid storage S3 cell count max
1	CC(C)CN1C(=O)c2ccc(C(=O)Nc3ccncc3)cc2C1=O	?	nt
2	COc1ccc(N2CCN(C(=O)COC(=O)CCOc3cc(C)ccc3C)CC2)cc1	?	nt
3	CC(=O)N1c2ccc(S(=O)(=O)N3CCC(C(=O)NCc4ccccc4Cl)CC3)cc2CC1C (centres undefined)	i	8.2
4	CC(C)n1cc(/C=C2/NC(=O)N(c3cccc(Cl)c3)C2=O)c2ccccc21	-4.7%	-22.6
5	COC(=O)C1CN(C(=O)COc2cc(C)c(Cl)c(C)c2)c2ccccc2O1 (centres undefined)	20.7%	3.5
6	CC(C)OCCCN1CN(S(=O)(=O)c2cccs2)c2nc3ccccc3nc21	?	nt
7	N=c1oc2ccccc2cc1C(=O)Nc1cccc(F)c1	?	nt
8	CC(C)Cc1nc2c(nnn2Cc2ccccc2F)c(=O)[nH]1	21.3%	9.1
9	CCOc1ccc(S(=O)(=O)N/N=C2/CCCC(=O)C2)cc1	7.1%	2.4
10	COc1ccc(CCN(C)C(=O)CNC(=O)Cc2cccc3ccccc23)cc1OC	i	-2.1
11	O=C(Nc1ccc([N+](=O)[O-])cc1)c1ccccc1F	3.0%	6.7
12	O=C(COc1ccc(F)cc1)Nc1ccc2c(c1)OCCO2	?	nt
13	CC(C)C(=O)N(Cc1cc(=O)[nH]c2ccccc12)c1ccccc1	0.4%	nt
14	CCCNC(=O)COc1cccc(C(=O)NCc2ccccc2)c1	?	nt
15	COc1ccc(C(=O)Nc2ccc(NC(=O)Cc3ccccc3)cn2)cc1	?	nt
16	Cc1cc(OC(C)C(=O)NCCc2c[nH]c3ccccc23)c2c(C)cc(=O)oc2c1 (centres undefined)	-16.1%	-0.4
17	Cc1ccc(Nc2nnc(SCC(=O)NCCN3C(=O)CSC3=O)s2)cc1C	?	nt
18	CCOc1ccc(NC(=NCc2ccc3c(c2)OCO3)SC2CC(=O)N(c3ccc(C(=O)O)cc3)C2=O)cc1 (centres undefined)	?	nt
19	O=C(NC1CCN(C(=O)Nc2cccc(F)c2)CC1)c1ccco1	i	-7.3
20	Cc1ccc2nc(/C(C#N)=C\c3cc(C)n(-c4cccc([N+](=O)[O-])c4)c3C)[nH]c2c1	?	nt
21	CCn1c(SCC(=O)c2ccccc2)nnc1-c1ccoc1C	4.1%	3.7
22	COc1ccccc1C1N(c2ccc(F)cc2)C(=O)C2CCCN21 (centres undefined)	?	nt
23	COc1cccc(-c2nc3ccccc3c(=O)n2NC(=O)c2cccnc2Cl)c1	?	nt
24	Cc1ccc(NC(=O)CCC(=O)Nc2nnc(C3CCCCC3)s2)cc1	?	nt
25	COCCN1CN=C(Nc2nc3ccccc3s2)NC1	?	nt
26	CCN(CC)CC(=O)NC1CC(C)(C)Cc2c1cnn2-c1ccc(F)cc1 (centres undefined)	?	nt
27	COc1ccc(NC(=O)COc2ccc(N(C)S(=O)(=O)c3ccc(C)cc3)cc2)cc1	1.9%	8.5
28	CCN(Cc1ccccc1)C(=O)c1ccc(CS(=O)c2ccccc2C)o1 (centres undefined)	?	nt
29	COc1ccccc1NC(=O)COC(=O)C1CC2C=CC1C2 (centres undefined)	?	nt
30	CCC(=O)Nc1ccc(C(=O)N/N=C/c2ccccc2[N+](=O)[O-])cc1	?	nt
31	COc1cc(/C=C2\SC(=S)N(CC(=O)O)C2=O)ccc1OC(=O)c1ccco1	?	nt
32	CCCN1Cc2cccc(C(=O)NCc3cccs3)c2C1=O	?	nt
33	CN(C)CCCN(C(=O)COc1ccc(Cl)cc1)c1nc2c(F)cccc2s1	-9.2%	1.2
34	CCOC(=O)C1CCN(C(=O)c2cc3c(ccc4ccccc43)o2)CC1	?	nt
35	O=C(CCS(=O)(=O)c1cc2c(cc1Cl)NC(=O)CO2)NCc1ccc(F)cc1	?	nt
36	COc1ccc(-c2csc(N(Cc3ccco3)C(=O)c3cccs3)n2)cc1	22.0%	0.7
37	CCN(Cc1ccccc1)C(=O)Cn1c(C(C)O)nc2ccccc21 (centres undefined)	?	nt
38	O=C(Nc1ccc2oc(-c3ccncc3)nc2c1)c1ccc2c(c1)OCCO2	-7.5%	-8.3
39	COc1ccc(C(=O)N2CC3(C)CC2CC(C)(C)C3)cc1OC (centres undefined)	-10.9%	-2.7
40	O=C(Nc1ccc(C(=O)N2CCOCC2)cc1)Nc1cccc2ccccc12	-6.5%	2.0
41	CN(/N=C/c1ccc(Br)o1)C1=NS(=O)(=O)c2ccccc21	2.0%	-16.8
42	Cc1nn(CCc2nn[nH]n2)c2nc(-c3ccccc3)cc(C(F)(F)F)c12	1.5%	-5.5
43	CCCCn1c(CNC(=O)Cc2ccccc2)nc2ccccc21	?	nt
44	Cc1cccc(NC(=O)c2cc(S(=O)(=O)N3CCCCC3)ccc2Cl)n1	?	nt
45	Cc1ccc(CC(=O)OCC(=O)NC2CCCC(C)C2C)cc1C (centres undefined)	-4.3%	-14.4
46	CC(C)OC(=O)c1cccnc1SCC(=O)N(C)c1ccccc1	-2.7%	-1.6
47	Cc1cccc(NS(=O)(=O)c2ccc3[nH]c(=O)cc(C(=O)OC(C)C(=O)Nc4ccc([N+](=O)[O-])cc4)c3c2)c1 (centres undefined)	?	nt
48	Cc1cc(C(=O)N2CCC(C)CC2)on1	-19.4%	-19.8
49	COC1CCN(C(=O)CC2C(=O)NCCN2CC(C)(C)C)CC1 (centres undefined)	3.4%	9.0
50	COC(=O)c1cscc1NC(C)=O	?	nt
51	CN(C(=O)c1nn(C)c2c1CSc1ccccc1-2)c1ccccc1Cl	i	-14.7
52	COc1ccccc1N/C(=N/S(=O)(=O)c1ccc(Cl)cc1)c1ccccc1	?	nt
53	CCn1nc(C(=O)NNC(=O)CCOc2cc(C)ccc2C)c2ccccc2c1=O	?	nt
54	COc1ccc(-c2nnc(SCC(=O)Nc3ccc4c(c3)OCCO4)n2N)cc1OC	?	nt
55	CN(CC1CCOCC1)C(=O)CC1C(=O)NCCN1Cc1ccccc1F (centres undefined)	?	nt
56	Cc1ccc(CSCCNC(=O)CSc2ccccc2)cc1	-2.4%	-1.7
57	COc1ccc(CN(C)CC(O)COc2ccc(-c3ccccc3)cc2)cc1OC (centres undefined)	?	nt
58	CCn1cc(C2=NC(c3ccccc3)CO2)c2ccccc21 (centres undefined)	?	nt
59	Cc1ccc(C(=O)OCC(=O)N(CC(C)C)c2c(N)n(Cc3ccccc3)c(=O)[nH]c2=O)cc1[N+](=O)[O-]	-15.7%	-20.1
60	Cc1ccc(-c2nn3cnnc3c3ccccc23)cc1	i	nt

Complete entries, quoted from the list.
Profile of CCn1cc(C2=NC(c3ccccc3)CO2)c2ccccc21 (centres undefined) → Lipid storage S3 = ?; Lipid storage S3 cell count max = nt
Profile of Cc1nn(CCc2nn[nH]n2)c2nc(-c3ccccc3)cc(C(F)(F)F)c12 → Lipid storage S3 = 1.5%; Lipid storage S3 cell count max = -5.5

Next part:
cpd	smiles	Lipid storage S3	Lipid storage S3 cell count max
61	CC(C)CN(C(=O)c1ccc(-n2cncn2)c([N+](=O)[O-])c1)C1CCS(=O)(=O)C1 (centres undefined)	?	nt
62	O=C(Nc1ccc(F)c(F)c1)c1oc2ccccc2c1NC(=O)C1CCCO1 (centres undefined)	-19.9%	-21.6
63	CCOC(=O)c1nnn(-c2nonc2N)c1CN1CCc2ccccc2C1	?	nt
64	CC1CCN(C(=O)c2ccc(NS(C)(=O)=O)cc2)CC1	?	nt
65	CCOC(=O)C1(Cc2ccc(OC)cc2)CCN(C(=O)C2=CCCC2)CC1	?	nt
66	NC(=O)[C@H]1CC2(CC(c3cccc(NC(=O)COc4ccc(Cl)cc4)c3)=NO2)CN1C(=O)CC(c1ccccc1)c1ccccc1 (some centres undefined)	10.3%	7.4
67	CC(C)C(=O)NCC(c1cccs1)S(=O)(=O)c1ccc(F)cc1 (centres undefined)	?	nt
68	Cc1c(Cl)cccc1NC(=O)Nc1cccnc1	?	nt
69	Cc1cc(C(=O)Nc2cccnc2)cs1	?	nt
70	O=C(N/N=C\c1ccc(Cl)s1)c1ccc(Cn2cccn2)o1	?	nt
71	Cc1ccccc1-n1ncc2c1CC(C)(C)CC2NC(=O)CCCN1CCCC1=O (centres undefined)	1.7%	21.3
72	O=C1CC(C(=O)Nc2ccccc2)S/C(=N\N=C\c2ccco2)N1 (centres undefined)	-4.9%	-10.1
73	NS(=O)(=O)c1ccc(CNC(=O)c2ccc3ccccc3n2)cc1	?	nt
74	COc1ccc(CNS(=O)(=O)CCNC(=O)c2cccc(OC)c2)cc1	29.0%	nt
75	CCN(CC)C(=O)c1sc(N)c(C#N)c1C	?	nt
76	Cc1ccccc1OCCC(=O)OCC(=O)NNC(=O)c1cccs1	20.5%	-2.3
77	COC(=O)c1ccc(N(CC(=O)NC2CCCC2)C(=O)c2ccc(C)s2)cc1	?	nt
78	COC(=O)CCC(=O)Nc1ccc(S(=O)(=O)Nc2nc(C)cc(C)n2)cc1	?	nt
79	Cc1ccnn1-c1ccc(C(=O)OCC(=O)Nc2ccc(F)cc2)cc1	29.6%	nt
80	COc1ccc(CN2CCCC(N3CCN(c4ccc(OC)cc4)CC3)C2)cc1 (centres undefined)	-6.9%	-9.9

As entered above.
Lipid storage S3 cell count max, #72 → -10.1
Lipid storage S3, #79 → 29.6%
Lipid storage S3 cell count max, #66 → 7.4

Next part:
cpd	smiles	Lipid storage S3	Lipid storage S3 cell count max
81	O=c1cnnc(Nc2cccc(C(F)(F)F)c2)[nH]1	1.0%	23.4
82	O=C(CSc1nncn1-c1ccccc1)NC1CCCCC1	?	nt
83	Cn1c(=NC(=O)CCS(=O)(=O)c2ccccc2)sc2cc(F)ccc21	?	nt
84	CCOc1ccc(S(=O)(=O)N2CCOCC2)cc1[N+](=O)[O-]	?	nt
85	Cc1ccc(C)c(NS(=O)(=O)c2ccc(-c3ccc(=O)[nH]n3)o2)c1	-0.4%	-3.6
86	Cc1cc(OCc2cc(C(=O)NCc3cc(C(C)C)no3)no2)cc(C)c1Cl	-13.8%	-18.5
87	CCCCC1CCC(c2nc(-c3cccnc3)no2)CC1 (centres undefined)	16.5%	-3.8
88	COc1ccc(Nc2cc(C)nc3c(C)cccc23)cc1OC	?	nt
89	C=C1CSc2nc(=O)c3c4c(sc3n21)CCC4	?	nt
90	O=C(CCSCc1cccc(F)c1)NCCc1ccccc1	-1.4%	-18.4
91	Cc1ccc(Nc2nc(C(=O)NCc3ccco3)cs2)cc1	?	nt
92	COc1ccc(Cl)cc1S(=O)(=O)N1CCN(Cc2ccc3c(c2)OCO3)CC1	?	nt
93	COc1ccc(C(=O)NCC(=O)NCCc2c[nH]c3ccccc23)cc1OC	5.3%	7.4
94	COc1ccc2nc(NC(=O)c3cccnc3SC)sc2c1	?	nt
95	CCN(CC)Cc1c(O)ccc2c(C)c(CC(=O)OC)c(=O)oc12	?	nt
96	Cn1c(SCc2nnc3n2CCCCC3)nc2ccccc21	i	-2.6
97	COc1cccc(NC(=O)C/C(C)=N/NC(=O)C2CCCCC2)c1	?	nt
98	O=c1nc(-c2ccccc2)nc(-c2ccccc2)[nH]1	15.8%	17.1
99	CC(C)Cn1c(N)c(C(=O)COC(=O)Cc2cccs2)c(=O)n(C)c1=O	?	nt
100	CC(C)CC(NC(=O)OC(C)(C)C)C(=O)NC(C(=O)NC(C)C(N)=O)C(C)C (centres undefined)	?	nt
101	COCCCNC(=O)CN1CCN(Cc2ccc(Cl)cc2)C1=O	?	nt
102	COc1ccc(C(=O)Nc2cc(OC)c(NC(=O)c3ccco3)cc2OC)cc1	?	nt
103	O=C(CCN1C(=O)c2ccccc2S1(=O)=O)Nc1ccc(F)c([N+](=O)[O-])c1	19.8%	24.5
104	Cc1c(N(C)S(=O)(=O)c2cc(C(=O)NCC3CCCO3)ccc2Cl)c(=O)n(-c2ccccc2)n1C (centres undefined)	?	nt
105	COCC(=O)Nc1cc(C(=O)Nc2cccc(C)c2C)ccc1Cl	?	nt
106	COc1cc(NC(=O)c2ccc3c(c2)OCO3)ccc1NC(=O)C(C)C	2.2%	4.0
107	CCC(C)c1ccccc1N1CC(C(=O)Nc2ccccc2N2CCCC2)CC1=O (centres undefined)	?	nt
108	CN(CC(=O)NCc1cccs1)S(=O)(=O)c1cccc2nsnc12	8.4%	1.9
109	CCSc1ncnc2c(C#N)c3n(c12)CCCCC3	?	nt
110	NC(=S)N/N=C1\c2ccccc2-c2c(C(=O)O)cccc21	-4.1%	-13.9
111	COc1ccccc1N1CCN(CC(O)COc2ccc3c(c2)CCC3)CC1 (centres undefined)	-12.6%	1.5
112	COc1cc(SC)ccc1C(=O)Nc1cccc(S(=O)(=O)NC2=NCCCCC2)c1	?	nt
113	O=[N+]([O-])c1ccc(O)c(Nc2ncnc3ccccc23)c1	21.0%	13.0
114	Cc1ccc2nc(N(CCCN(C)C)C(=O)c3ccc(S(=O)(=O)N4CCOCC4)cc3)sc2c1	?	nt
115	Nc1c(C(=O)NCc2ccccc2)nnn1Cc1cccc(Cl)c1	?	nt
116	Cc1nc(-c2ccc(-n3nncc3-c3ccco3)cc2)cs1	?	nt
117	CC1=CC(C)[C@@H]2COC(c3ccc(O)cc3)[C@H]1C2C (some centres undefined)	?	nt

Two of these compounds in another layout.
39: COc1ccc(C(=O)N2CC3(C)CC2CC(C)(C)C3)cc1OC (centres undefined)
60: Cc1ccc(-c2nn3cnnc3c3ccccc23)cc1
screen / no. | 39 | 60
Lipid storage S3 | -10.9% | i
Lipid storage S3 cell count max | -2.7 | nt
